# Source: PubChem BioAssay (National Center for Advancing Translational Sciences (NCATS))
# DT40 TDP1 CPT: qHTS for Inhibitors of human tyrosyl-DNA phosphodiesterase 1 (TDP1): qHTS in cells in presence of CPT; chicken DT40 Tdp1-/-;hTDP1 cells + 20 nM CPT, ATP luminescence, 48 h; Potency, µM (highest dose often 46.2 µM), without a hit: at the top dose activity change, negative = growth inhibition, hits mostly inhibitors; 420,000 tested, 12% active; note: nearly all actives have a fitted effect of over 55% in size
#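 Chicken DT40 Tdp1-/- cells stably complemented with human TDP1 were seeded at 400 cells/well in medium containing 20 nM camptothecin, exposed to pin-transferred compounds, and grown at 37 °C for at least 48 hr. Viability was read as ATP luminescence.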
# FEN1 inh: qHTS Assay for the Inhibitors of Human Flap endonuclease 1 (FEN1); Potency, µM (doses to about 114 µM), without a hit: at the top dose activity change, negative = inhibition, usual class: inhibitors; Recombinant FEN1 flap cleavage, fluorescence, 15 min; P39748; 390,000 tested, 0.35% active; note: nearly all actives have a fitted effect of over 65% in size
# Target sequence (P39748 whole entry, looked up): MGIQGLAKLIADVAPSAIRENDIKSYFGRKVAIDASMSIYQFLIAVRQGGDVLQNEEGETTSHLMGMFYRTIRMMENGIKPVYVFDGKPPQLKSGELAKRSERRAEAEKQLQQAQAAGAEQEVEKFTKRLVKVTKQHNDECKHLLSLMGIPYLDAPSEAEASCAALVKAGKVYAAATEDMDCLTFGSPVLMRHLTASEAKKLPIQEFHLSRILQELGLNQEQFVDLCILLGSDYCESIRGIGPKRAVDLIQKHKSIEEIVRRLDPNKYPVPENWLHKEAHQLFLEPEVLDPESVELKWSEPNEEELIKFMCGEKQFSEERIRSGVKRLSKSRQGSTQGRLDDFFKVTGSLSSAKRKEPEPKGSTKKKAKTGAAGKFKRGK
#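 Potency values derive from four-parameter Hill fits of normalized qHTS data. The reaction used 10 nM FEN1 preincubated 15 min at room temperature with compound, then 50 nM DNA substrate, read at 0 and 15 min.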
# N370S GC: qHTS Assay for Inhibitors and Activators of N370S glucocerebrosidase as a Potential Chaperone Treatment of Gaucher Disease. AID 2101, 2009. 330,000 tested, 0.092% active. Potency, µM (top dose mostly 59.4 µM), inactives show top-dose activity change, negative = inhibition, hits mostly inhibitors. Lysosomal acid glucosylceramidase (Homo sapiens), P04062. N370S GC spleen homogenate, 4MU-glucoside fluorescence;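 note: 0% = full enzyme activity and -100% = no enzyme basal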
# Numbers without * were called inactive; ? = inconclusive; . = no result given; [ ] = another dose, or the depositor's remark. Calls come from the whole dose curve; as a rule, active = well fitted curve in the direction sought with a large enough effect; inconclusive = small, poorly fitted or top-dose-only effect, or another doubt; inactive = no such curve, though single readings can be large; an effect the other way counts as inactive or inconclusive. Unless noted, % is set by controls: 0 for no effect and ±100 for the full control effect; potency is the fitted concentration of half-maximal effect. This is a subset. The share of hits here may be higher or lower than overall.
smiles | FEN1 inh | N370S GC | DT40 TDP1 CPT
COc1ccc(/C=C(\C#N)C(=O)NCc2ccccc2)cc1 | -5% | ? | -1%
COCC(C)n1c(SCC(=O)N2CCOCC2)nc2ccccc2c1=O (configuration not stated) | 15% | . | -10%
O=[N+]([O-])c1ccc(N=Cc2sc3ccccc3c2O)cc1 | 6% | -11% | 8%
COc1ccc(-n2c(=O)c(CCC(=O)N(C)Cc3cccs3)nc3ccccc32)cc1 | -8% | -2% | ?
Cc1cc(Br)ccc1NC(=O)CN(C)C(=O)c1cccc(S(=O)(=O)N2CCN(C)CC2)c1 | 2% | . | -29%
COc1ccc(C=Nc2cccnc2N)cc1 | 17% | ? | 18%
O=C(COC(=O)CNC(=O)C1CCCCC1)Nc1cccc(F)c1 | 2% | . | -6%
O=C(Nc1ccsc1C(=O)NC1CCCCC1)c1ccccc1 | -12% | 9% | ?
CCCN1C(=O)/C(=C/c2ccccc2OCc2ccc(C(=O)O)cc2)NC1=S | -9% | 5% | 4%
Cc1ccc(C(=O)CC(=O)COc2ccc(Cl)cc2)cc1 | 1% | 8% | ?
COc1cc(CC(=O)OCC(=O)Nc2ccc(Cl)c(S(=O)(=O)N(C)C)c2)cc(OC)c1OC | -22% | -30% | -24%
CCN1CCN(c2ncnc3c2cnn3-c2ccc(Cl)cc2)CC1 | -18% | -11% | ?
C/C(=N\Nc1cc(Cl)nc(C)n1)c1ccc(C)cc1 | -17% | . | -29%
CCOc1cccc2cc(C(=O)NCc3cccnc3)c(=O)oc12 | -18% | 15% | 2%
Cc1ccc(NC(=O)C2CCCN(C(=O)Nc3ccc(F)cc3)C2)cc1 (configuration not stated) | 4% | -1% | 2%
COc1ccc(Cl)cc1NC(=O)CSC1=NN2CCCC(=O)N=C2S1 | -11% | -10% | ?
Cc1ccc(C2CC(c3ccc(Cl)cc3)n3nc(N)nc3N2)cc1 (configuration not stated) | 20% | 1% | ?
CC1CN(c2ccc(Oc3ccccc3)cc2)c2nc3c(c(=O)n(CC(N)=O)c(=O)n3C)n2C1 (configuration not stated) | -7% | -1% | -1%
O=[N+]([O-])c1ccc(C2=Nn3c(Cn4nnc5ccccc54)nnc3SC2)cc1 | -2% | 4% | 21µM*
Cc1cc(C)cc(N2C(=O)CSC2c2ccccn2)c1 (configuration not stated) | 6% | 0% | 13%
CC(C)(C)NC(=O)Cn1c(=O)oc2ccc(Cl)cc21 | -15% | 1% | 0%
CCCCOc1ccc(-c2ncc(C(=O)O)c(C)n2)cc1 | 11% | 3% | -13%
CCC1Sc2ccccc2N(CC(=O)NC2CCCCC2)C1=O (configuration not stated) | 8% | 9% | -11%
CC(N)C(=O)NC(C(=O)N1CCCC1C(=O)NC(c1ccccc1)c1ccccc1)C(C)C (configuration not stated) | -26% | . | ?
CCOC(=O)C1=C(C(F)(F)F)Nc2ncnn2C1c1ccc(OC)cc1OC (configuration not stated) | -1% | -2% | 11%
CCOc1ccccc1NC(=O)COC(=O)C1CCC1 | -12% | . | 3%
CCN(CC)C(=S)Nc1cc(C(=O)OC)ccc1C(=O)OC | -3% | 14% | 20%
Cn1ccnc1C(OC(=O)c1ccc(Cl)cc1)C(F)(F)F (configuration not stated) | 0% | 1% | -24%
O=C(Nc1ncccc1O)c1ccc2c(c1)OCCO2 | 4% | 4% | 23µM*
Cc1ccc(N(Cc2cc3ccc(C)cc3[nH]c2=O)S(=O)(=O)c2ccccc2)c(C)c1 | 0% | 18% | ?
COc1ccc(C2Nc3ccccc3C(=O)N2NS(C)(=O)=O)cc1OC (configuration not stated) | -21% | 7% | 3%
Cc1cc2ccccn2c1C(=O)c1cccc(S(=O)(=O)N2CCOCC2)c1 | -5% | -1% | 15µM*
O=C(COC(=O)Cc1ccccc1F)Nc1ccc(Cl)cn1 | -4% | 12% | ?
O=C1OC(Nc2nccs2)c2ccccc21 (configuration not stated) | -1% | 10% | 1%
COc1ccc(CCNC(=O)c2ccc([N+](=O)[O-])cc2)cc1 | 9% | -17% | 23µM*
CC(CCc1ccccc1)NC(=O)COC(=O)c1cc(NS(=O)(=O)c2ccc(Cl)c([N+](=O)[O-])c2)ccc1O (configuration not stated) | -12% | 0% | ?
COc1ccc(NC(=O)CSc2ncccc2C(=O)O)cc1OC | -11% | . | 5%
CCCNC(=O)COC(=O)c1ccc(-c2ccccc2)cc1 | -1% | 1% | -16%
Cc1ccc(-n2nnnc2CNC(=O)c2ccc([N+](=O)[O-])o2)cc1C | -2% | -1% | 13µM*
CCOC(=O)CSC1=Nc2ccccc2C2=NC(CC(=O)NCc3cccs3)C(=O)N12 (configuration not stated) | -2% | -1% | -1%
CC(=O)N1CCC2(CCCN(c3ncccn3)C2)CC1 | . | -10% | 12%
c1ccc2c(c1)CCCN2 | -5% | . | 4%
Cc1cc2c(cc(C(=O)OC(C)C(=O)NCc3ccc(F)cc3)n2C)o1 (configuration not stated) | -13% | . | -6%
COCCCNC(=O)CCn1nc(-c2ccc(Cl)cc2)ccc1=O | -4% | -6% | -1%
COc1ccc(CCNc2nc(-c3ccncc3)cs2)cc1OC | 18% | 5% | 21µM*
O=C1S/C(=C\c2ccccc2)C(=O)N1CC(O)Cn1c2ccccc2c2ccccc21 (configuration not stated) | 19% | 5% | 0%
NC(=O)c1c(NC(=O)c2ccco2)sc2c1CCC2 | 7% | 20% | 2%
CCN(CC)C(=O)CN(Cc1ccccc1)S(=O)(=O)c1ccc(F)cc1 | -9% | 4% | 18%
Cc1ccc(/C=C(/NC(=O)c2ccccc2)C(=O)NC(Cc2c[nH]c3ccccc23)C(=O)O)cc1 (configuration not stated) | 4% | -1% | 1%
COC(=O)N/N=C/c1ccc(-c2ccccc2Cl)o1 | 1% | -5% | 0%
Cc1nn(Cc2c(Cl)cccc2Cl)c(C)c1NC(=O)c1cn(-c2ccccc2)nc1-c1ccccc1 | 3% | 0% | 6.5µM*
N#Cc1ccsc1NC(=O)c1ccccn1 | -8% | -18% | ?
O=C1C2C3c4ccccc4C(c4ccccc43)[C@@H]2C(=O)N1c1cccnc1 (some centres not stated) | 5% | 0% | ?
COc1ccc(CNC(=O)COc2ccc(S(=O)(=O)N3CCOCC3)cc2)cc1 | 3% | -4% | ?
Cc1ccc(NC(=O)CSc2nnc(Cn3c(=O)sc4ccccc43)n2C)cc1Cl | 11% | 9% | -3%
O=C(c1ccccc1)N1CCN2C(=O)c3ccccc3C12c1ccc(Cl)cc1 (configuration not stated) | -7% | 25% | 21µM*
O=[N+]([O-])c1ccc(-c2cn(-c3ccc(Cl)cc3)c(=S)[nH]2)cc1 | -2% | -11% | -4%
O=c1sc2ccccc2c(N2CCCCC2)c1[N+](=O)[O-] | -5% | 5% | 8%
COC(=O)c1c(NC(=O)C(=O)N2CCCC2)sc2c1CC(C)(C)OC2 | 11% | 6% | -5%
N#Cc1nc(-c2cccc3ccccc23)oc1N1CCCCC1 | -2% | 11% | 3%

# Sorted by number of heavy atoms (rising): some entries from above.
smiles | FEN1 inh | N370S GC | DT40 TDP1 CPT
c1ccc2c(c1)CCCN2 | -5% | . | 4%
O=c1sc2ccccc2c(N2CCCCC2)c1[N+](=O)[O-] | -5% | 5% | 8%
N#Cc1nc(-c2cccc3ccccc23)oc1N1CCCCC1 | -2% | 11% | 3%
COCCCNC(=O)CCn1nc(-c2ccc(Cl)cc2)ccc1=O | -4% | -6% | -1%
COC(=O)c1c(NC(=O)C(=O)N2CCCC2)sc2c1CC(C)(C)OC2 | 11% | 6% | -5%
CCN(CC)C(=O)CN(Cc1ccccc1)S(=O)(=O)c1ccc(F)cc1 | -9% | 4% | 18%

# By substructure: the compounds so far with two or more sulfur atoms (three)
smiles | FEN1 inh | N370S GC | DT40 TDP1 CPT
COc1ccc(Cl)cc1NC(=O)CSC1=NN2CCCC(=O)N=C2S1 | -11% | -10% | ?
CCOC(=O)CSC1=Nc2ccccc2C2=NC(CC(=O)NCc3cccs3)C(=O)N12 (configuration not stated) | -2% | -1% | -1%
Cc1ccc(NC(=O)CSc2nnc(Cn3c(=O)sc4ccccc43)n2C)cc1Cl | 11% | 9% | -3%

# Remaining list, next part.
smiles | FEN1 inh | N370S GC | DT40 TDP1 CPT
CC(=O)c1ccc(-c2c(C)cc3oc(=O)cc(-c4ccccc4)c3c2C)cc1 | -19% | 5%[89.1 µM] | 18µM*
Cn1c(=O)c2c(ncn2CC(=O)OCCCC(=O)c2ccc(Br)cc2)n(C)c1=O | -14% | . | 18µM*
O=C(O)c1cccc(NC(=O)c2cc(-c3cccc(Cl)c3)nc3ccccc23)c1 | 0% | 19% | 10%
C=CCN1C(=O)/C(=C/c2cccs2)S/C1=N\S(=O)(=O)c1ccc(F)cc1 | 0% | 8% | -29%
COc1ccc(OCC#CCn2ccnc2)cc1 | 18% | -4% | -4%
COc1ccc(CCN(C)C(=O)CNC(=O)c2ccccc2F)cc1OC | 22% | -3% | -10%
CC1C(=O)C(C)C(c2ccccc2)N(N=O)C1c1ccccc1 (configuration not stated) | -3% | . | ?
CCOC(=O)N1CCN(C(=O)CSc2ncnc3sccc23)CC1 | -2% | 2% | 26%
CCN(CC)C(=O)CSc1nc2sc3c(c2c(=O)n1-c1ccc(C)cc1)CC(C)(C)SC3 | 5% | -4% | -9%
Cc1cc(C)nc(NC(=NCCc2c[nH]c3ccccc23)NC(=O)c2ccco2)n1 | -1% | 3% | 21µM*
COc1ccc2c(c1)C(C)=CC(C)(C)N2C(=O)CSc1nnc(-c2ccc(C)cc2)o1 | -11% | 22% | ?
CCN(CC)S(=O)(=O)c1ccc(NS(=O)(=O)c2cccs2)cc1 | 15% | -1% | 0%
Cc1cc(C)nc(Sc2nc(Nc3ccccc3)nc(Sc3nc(C)cc(C)n3)n2)n1 | 7% | 0% | -25%
CCOC(=O)c1cc(CC)sc1NC(=O)c1ccc(N2CCOCC2)c([N+](=O)[O-])c1 | 6% | 1% | 0%
O=C(CCn1c(=S)[nH]c2ccccc2c1=O)NCC1CCCO1 (configuration not stated) | 1% | -4% | -1%
Cn1cc(CN2C[C@]3(C)C[C@H]2CC(C)(C)C3)c(-c2ccc3c(c2)OCCO3)n1 | 5% | -7% | ?
Cc1ccccc1OCC(=O)Nc1ccc(N2CCN(C(=O)c3ccco3)CC2)cc1 | -6% | -10% | ?
CCCCNC(=O)[C@H](Cc1c[nH]c2ccccc12)NC(=O)c1ccccc1Cl | -17% | 8% | -25%
Cc1onc(-c2ccccc2)c1C(=O)NNC(=O)c1ccccc1Br | 5% | . | -6%
O=C1OC(c2ccc3ccccc3c2O)(c2ccc3ccccc3c2O)c2ccccc21 | ? | . | 5.8µM*
COc1cc(-c2nnc(COC(=O)CSc3cc(C)c4ccccc4n3)o2)cc(OC)c1OC | 0% | 6% | -25%
COC(=O)c1cc(S(=O)(=O)NCc2ccccc2OC)cn1C | 1% | 24% | ?
COc1cc(NC(=O)c2cc3cccc(OC)c3o2)cc(C(=O)Nc2cccc(C(F)(F)F)c2)c1 | -16% | 10% | 6.5µM*
CCCn1nc(NS(=O)(=O)c2ccccc2)c2cc3ccccc3nc21 | 7% | 5%[2.35 µM] | 2%
Cc1sc2ncnc(N3CCC(C(=O)NNC(=O)c4ccc(Cl)cc4)CC3)c2c1C | 5% | -7% | 16µM*
CC(C)n1c(=S)[nH]c2ccccc21 | -3% | 7% | -12%
O=C(Nc1nccs1)c1ccc(Cl)nc1 | -3% | -8% | -1%
CC1(C)Cc2ccccc2C(=C(C#N)C#N)N1 | -13% | 9% | 5%
COc1ccc(NC(=O)Cn2c(=O)n(CCCC(=O)NCCc3ccc(C)cc3)c(=O)c3ccccc32)cc1Cl | -4% | . | -13%
CCOC(=O)NC(CC(=O)O)c1ccc(OC)c(OC)c1 (configuration not stated) | -2% | 4% | -3%
COCCn1c(-c2ccco2)nc2nc3ccccc3nc21 | -12% | ? | -27%
Cc1ccc(Cl)cc1N1CCN(S(=O)(=O)c2c(C)noc2C)CC1 | -3% | -1% | ?
Cc1ccccc1OCc1nnc(SCC(=O)N2c3ccccc3Sc3ccc(Cl)cc32)o1 | 1% | 6% | ?
O=C(Cc1ccc(Cl)cc1Cl)NCc1cccnc1 | 4% | 3% | -4%
COc1ccccc1C(=O)NCCC(=O)N1CC(C)OC(C)C1 (configuration not stated) | 7% | . | -6%
COc1ccc(C(=O)N2CCC3(CCCN(c4ncccn4)C3)CC2)cc1 | . | 4% | 2%
